MDM2 E3 inh = blocks human Mdm2 ubiquitin ligase activity; Q00987; cell-based MDM2 ubiquitination luciferase reporter, 2 h; 0 = plate control, 100 = twice control, blank-subtracted; signal enhancement, % at 5 µM; 210,000 compounds, 0.11% hits; AID 1230;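 active means signal enhancement of 30% or more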;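 further: luminescence tracks abundance of the self-degrading MDM2-luciferase fusion protein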
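Material: stable MDM2–luciferase fusion reporter cells / Quantity: 2000 cells/well / Dosing: single 5 µM compound dose, 0.2% final DMSO / Buffer or medium: DMEM / Schedule: 4 h cell settling then 2 h compound exposure, 37 °C / Detection: luminescence with SteadyLite reagent, 15 min at room temperature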
KCC2 mod = KCC2 (human) Cl- transport modulation; Q9H2X9; KCC2 cells, thallium flux FluoZin-2 fluorescence; B-score of Tl+ flux slope (higher = more flux/activation; lower = inhibition) at 10 µM; 190,000 compounds, 2.2% hits; AID 1456;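 active means thallium flux slope and its plate-corrected score both differing from the plate sample mean at a set confidence after two filtering rounds, in either direction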;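 further: slope of fluorescence scaled to starting intensity during 10 to 20 s after thallium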
eIF4E-4G inh = inhibitors of eIF4E and eIF4G interaction in translation initiation | 220,000 compounds, 0.37% hits | inhibition, % at 21.7 µM | TR-FRET eIF4E-eIF4GI(517-606) binding, 2 h | AID 782;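 active means inhibition above about 30%, limit read from the data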;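 further: 0% = full FRET control wells and 100% = background wells lacking eIF4GI fragment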
TNF necrop inh = inhibitors of TNF-alpha induced necroptosis in Jurkat FADD-/- cells | Jurkat FADD-/- TNF necroptosis rescue, ATP luminescence, 24 h; 0 = TNF only, 100 = no-TNF cells | activation (protection from cell death), % at 10 µM | 220,000 compounds, 0.068% hits;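 active means activation, meaning protection from cell death, of at least 50% relative to plate controls; inactive means activation below 50%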;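 further: necroptosis triggered by 40 ng/mL TNF-alpha added together with compound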
Rad51 HR inh = blocks human Rad51 in homologous recombination; Q06609; hRad51 DNA strand exchange, fluorescence dequenching; inhibition, % at 10 µM; 200,000 compounds, 0.085% hits; AID 1385;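 active means inhibition above 40% at the single screening dose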;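 further: 0% = DMSO control wells and 100% = blanks with heterologous ssDNA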
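Material: human Rad51–ssDNA filaments; Probe or stimulus: labelled 47-mer dsDNA for strand exchange; Doses: single 10 µM dose; Incubation: 37 °C 15-min filament assembly, 30-min compound preincubation, 15-min exchange; Technique: FRET fluorescence dequenching, excitation 485 nm, emission 520 nm; Measure: Fluorescence-based percent inhibition, control- and blank-normalised; Benchmarks: plate control and blank wells.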
PERK inh = human PERK inhibition, primary cell-based screen; Q9NZJ5; CHO PERK-DD fusion, SEAP luminescence translation reporter; inhibition, % at 5.6 µM; 220,000 compounds, 0.17% hits; AID 1416;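 active means inhibition above the mean inhibition of all tested compounds plus 3 SD, set separately per screening campaign, cut at about 2.9% in these data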;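 further: PERK kinase domain activated by AP20187 dimerizer at 100 nM; 0% = DMSO with dimerizer and 100% = rapamycin at 8.4 µM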
Target sequence (Q9NZJ5 whole entry, looked up, the tested form may be a part): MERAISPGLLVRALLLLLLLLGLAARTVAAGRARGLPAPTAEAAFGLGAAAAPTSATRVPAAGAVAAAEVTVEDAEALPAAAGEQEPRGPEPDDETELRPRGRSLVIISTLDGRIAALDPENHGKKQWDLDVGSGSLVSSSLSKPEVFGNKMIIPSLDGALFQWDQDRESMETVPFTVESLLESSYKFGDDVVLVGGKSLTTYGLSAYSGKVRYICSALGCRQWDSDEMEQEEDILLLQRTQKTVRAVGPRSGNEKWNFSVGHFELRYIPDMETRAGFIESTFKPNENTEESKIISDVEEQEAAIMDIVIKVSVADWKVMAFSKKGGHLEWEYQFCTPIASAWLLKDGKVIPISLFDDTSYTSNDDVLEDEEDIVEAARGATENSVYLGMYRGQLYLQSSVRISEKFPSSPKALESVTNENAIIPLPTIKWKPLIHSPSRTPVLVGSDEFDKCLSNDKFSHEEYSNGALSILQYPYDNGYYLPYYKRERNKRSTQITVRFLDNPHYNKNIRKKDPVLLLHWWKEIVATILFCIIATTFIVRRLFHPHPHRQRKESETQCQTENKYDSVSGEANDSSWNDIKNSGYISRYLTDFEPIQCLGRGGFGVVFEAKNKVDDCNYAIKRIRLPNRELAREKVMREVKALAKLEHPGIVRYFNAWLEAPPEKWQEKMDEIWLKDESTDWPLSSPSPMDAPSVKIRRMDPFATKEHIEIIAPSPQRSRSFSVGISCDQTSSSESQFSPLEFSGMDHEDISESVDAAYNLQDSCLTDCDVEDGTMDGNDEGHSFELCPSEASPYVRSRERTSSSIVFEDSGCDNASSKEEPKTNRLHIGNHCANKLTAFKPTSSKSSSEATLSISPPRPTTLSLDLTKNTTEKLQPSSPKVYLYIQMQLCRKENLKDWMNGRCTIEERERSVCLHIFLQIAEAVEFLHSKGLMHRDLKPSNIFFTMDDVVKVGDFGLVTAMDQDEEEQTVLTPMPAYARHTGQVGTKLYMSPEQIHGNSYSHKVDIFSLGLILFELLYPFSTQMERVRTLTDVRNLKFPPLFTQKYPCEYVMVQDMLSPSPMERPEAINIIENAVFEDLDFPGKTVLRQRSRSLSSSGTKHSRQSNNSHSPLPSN
zVAD death inh = blocks zVAD induced death of L929 cells; 220,000 compounds, 0.38% hits; AID 1377; L929 zVAD necroptosis rescue, ATP luminescence, 24 h; with zVAD 60 µM; viability rescue, % at 10 µM;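 active means activation, scaled between plate controls, above about 75%, limit read from the data; inactive means activation under that limit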;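 further: 0% = zVAD with DMSO and 100% = DMSO alone without zVAD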
Calpain2 inh = inhibitors of pig calpain II; purified calpain II, fluorogenic peptide substrate, 30 min; inhibition, % at 16 µM; AID 1236; 220,000 compounds, 0.37% hits;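 active means inhibition above about 50%, limit read from the data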
EBV gp42 inh = blocks Epstein-Barr virus glycoprotein 42 binding. inhibition, % (tested at 21.74 µM). AID 1085. Fluorescence polarization binding assay, mP read-out. 220,000 compounds, 0.42% hits. Q1HVG2; in the data active means inhibition above about 50%
* = called active by the depositor; i = inactive; . = not tested or not shown; [ ] = another dose, or the depositor's remark.

SMILES | MDM2 E3 inh | KCC2 mod | eIF4E-4G inh | TNF necrop inh | Rad51 HR inh | PERK inh | zVAD death inh | Calpain2 inh | EBV gp42 inh
CC(C)CN1CCNC(=O)C1CC(=O)NCCc1ccc(C(F)(F)F)cc1 (centres undefined) | -13.4 | -0.165 | 3.1 | 1.8 | . | 0.7 | 1.0 | 13.4 | 3.8
c1ccc(Cn2nnnc2C(c2cccnc2)N2CCN(C3CCCCC3)CC2)cc1 (centres undefined) | . | . | -7.1[fluorescence artefact?] | -13.1 | 2.2 | 0.3 | 0.1 | -12.4 | -20.6
CSc1nsc(SCC(=O)Nc2nncs2)n1 | -3.0 | -0.0129 | -3.8 | 0.9 | 4.8 | -0.2 | 0.7 | 2.4 | -7.9
CCOCCCn1c(=NC(=O)c2cccnc2)c(C(=O)OCC)cc2c(=O)n3ccccc3nc21 | -5.3 | . | -5.8 | -2.9 | -2.0 | -1.2 | -0.3 | -412.3 | -3.1
O=C(/C=C/c1cccc(Cl)c1)Nc1ncccn1 | -13.0 | 1.46 | 5.6[fluorescence artefact?] | 8.6 | -0.1 | 0.1 | 15.1 | -11.2 | -14.3
Cc1cccc(C)c1N1CCN(c2nc(N(C)C)oc(=O)c2C#N)CC1 | -1.2 | 0.432 | 2.9 | -4.5 | -0.7 | 0.2 | -0.2 | 7.1 | -6.1
COc1ccccc1-c1c(C)nn2c(C)cc(C)nc12 | -0.7 | -0.238 | 0.6 | 1.0 | -3.3 | 0.0 | 1.1 | 7.7 | -7.3
CCOC(=O)c1c(-c2ccccc2)nc2cc(C)ccn12 | -13.9 | 0.425 | 7.0[fluorescence artefact?] | -0.5 | -3.2 | 0.2 | 0.1 | -23.2 | -18.0
COC(=O)C1=C(O)/C(=C\c2cc(C)n(-c3ccc(F)cc3)c2C)N=C1C | 5.3 | 1.04 | 0.5 | 0.3 | -37.9 | 0.2 | 28.9 | -11.8 | -0.2
CN(C)c1ccc(/C=C2\SC(=O)N(CC(O)Cn3c4ccccc4c4ccccc43)C2=O)cc1 (centres undefined) | -19.3 | 0.277 | -5.4 | 0.7 | -36.6 | -0.2 | 0.9 | -14.9 | 114.8*
O=C(CCCCCn1c(=S)[nH]c2ccc(N3CCOCC3)cc2c1=O)NC1CCN(Cc2ccccc2)CC1 | -37.3 | -0.725 | 0.3 | -0.5 | 0.2 | 1.9 | 1.3 | -491.8 | -4.8
CCOc1ccc(NC(=O)CSc2nnc(C)n2CC2CCCO2)cc1 (centres undefined) | -10.1 | 0.972 | 4.9 | -0.5 | 3.7 | 0.1 | -1.1 | 21.3 | -1.6
CN(Cc1ccccc1)C(=O)c1nc2ccccn2c1CNCCOc1cccnc1 | 4.8 | 0.217 | 2.4 | 0.9 | -3.4 | -0.3 | 0.8 | -3.0 | -18.9
Nc1c(Cl)cc(Cl)cc1C(=O)OCC(=O)NC1CC1 | -20.7 | -0.0431 | 7.3 | -1.6 | 3.5 | 0.2 | -0.5 | i | -6.0
CCCS(=O)(=O)N1CCN(Cc2ccccc2OCC)CC1 | -8.6 | 0.553 | -1.4 | 0.7 | 8.5 | 0.0 | 2.0 | -3.1 | -7.3
Cc1cc(N2CCOCC2)n2nc(-c3cccc(F)c3)cc2n1 | -1.7 | -0.742 | 0.3 | 2.6 | 2.2 | -0.3 | 1.7 | -104.1 | -0.1
COCCN(Cc1cc2cc(C)ccc2n2nnnc12)C(=S)Nc1cccc(C)c1 | -11.6 | -0.00333 | -8.4 | -3.6 | -0.6 | 0.1 | 1.3 | -98.9 | 3.7
CCn1c(O)c(C=Nc2ccccc2)oc1=S | -2.9 | 0.111 | -5.6 | 1.0 | 18.3 | 0.3 | -0.5 | -29.2 | -7.6
COC(=O)CCC(=O)OC1(C)C(=O)C=C2C=C3CCCN3C=C2C1=O (centres undefined) | 3.7 | 1.03 | 10.6 | -1.5 | -1.2 | . | 0.6 | 6.9 | 11.2
Cc1ccnc(NC(=O)CC(c2ccccc2)c2ccccc2)n1 | -19.6 | -0.102 | -0.3 | -0.1 | -11.9 | 0.3 | -0.1 | -16.0 | -0.1
O=C(COc1ccccc1O)Nc1ccc(Cl)cc1 | -22.2 | . | 4.3 | 0.8 | 1.7 | 0.5 | 4.0 | 19.4 | -0.4
Cc1ccccc1CN(C)CC(=O)Nc1ccccc1-c1ccccc1 | -2.9 | -0.288 | 1.9[fluorescence artefact?] | 0.1 | -13.8 | -0.6 | -0.4 | 40.9 | -17.9
O=C(CN1C(=O)C(=O)c2ccccc21)NCCc1ccccc1 | 5.4 | 0.714 | 2.6 | 0.0 | 7.5 | 0.5 | 0.9 | -74.4 | -5.3
O=C(CCCn1c(=O)[nH]c2cc(Cl)ccc2c1=O)NCCCN1CCCC1 | -10.2 | 0.00267 | -0.1 | 0.1 | 2.0 | 0.4 | 1.6 | 19.2 | -4.6
O=C(NCC1CCCO1)C1CCC(=O)N1Cc1ccc(F)cc1 (centres undefined) | -1.2 | -0.365 | -4.0 | -1.4 | 2.1 | 0.8 | -0.2 | -5.5 | -19.8
COc1cccc([C@@H]2Oc3ccc(OC)cc3C(=O)[C@H]2OC(=O)N[C@H](C)C2CCCCC2)c1 | . | 0.235 | 1.3 | 0.8 | . | 0.7 | 9.3 | -27.0 | -14.6
CN1CCN(C(=S)SCc2nc(N)nc(Nc3ccc(F)cc3)n2)CC1 | -11.8 | -0.37 | 0.1 | -1.2 | -2.6 | 1.3 | 0.8 | 3.5 | -14.5
O=S(=O)(c1ccccc1)c1nc(-c2ccco2)oc1Nc1ccccc1 | -8.2 | -0.96 | -2.1 | 0.8 | 7.6 | -0.4 | 0.7 | 4.8 | 8.1
C=CCOn1c(=O)c(-c2ccc(OC)c(OC)c2)[n+]([O-])c2ccccc21 | -6.8 | 0.414 | 11.2 | -3.3 | -6.1 | -1.7 | 0.5 | -22.1 | -3.0
O=C1CCCC2=C1C1(CCCCC1)N=C(Nc1nc3ccccc3s1)N2 | -2.6 | 0.819 | -3.0[fluorescence artefact?] | -0.5 | -9.7 | 0.1 | 0.5 | -371.6 | -8.0
COc1cccc(-c2nn[nH]n2)c1O | -12.4 | . | -4.0 | 1.1 | -2.7 | 1.7 | 1.2 | 9.6 | -22.0
O=C(Nc1ccc2c(c1)OCO2)c1cc2n(n1)C(C(F)(F)F)CC(c1ccccc1)N2 (centres undefined) | -12.0 | 0.42 | 0.6 | 1.4 | 4.2 | -0.2 | 64.8 | -11.2 | 0.6
O=C(CSc1nnnn1-c1cccc2c1CCCC2)NC1CCCC1 | -9.0 | -1.77 | 1.6[fluorescence artefact?] | -0.6 | -3.7 | 0.1 | 0.0 | -33.6 | 0.3
COc1ccc(OC)c(-c2cc(C(=O)N3CCCc4ccccc43)no2)c1 | -9.3 | . | 0.6 | 1.0 | 0.2 | -1.3 | 0.6 | 25.5 | -11.9
O=C(CN1CCc2ccccc21)NN1CC(=O)N(c2ccccc2)CC1=O | -7.8 | 0.902 | 7.3 | 6.7 | 2.4 | 1.4 | 0.9 | -2.4 | -10.5
O=C(Nc1ccc(Cl)cc1)c1csc(-c2ccncc2)n1 | 6.0 | -1.96 | 3.4 | -0.6 | 0.7 | 0.6 | 1.9 | 10.8 | -1.5
C=CCNC(=S)N/N=C/c1cn(C)c2ccccc12 | -1.7 | 0.147 | -1.8 | 1.4 | . | 0.0 | 0.9 | 26.1 | -6.3
COc1cc(-c2ccc(NC(=O)CN3CCC(C)CC3)c(OC)c2)ccc1NC(=O)CN1CCC(C)CC1 | -5.2 | . | -4.6 | -12.5 | . | 1.4 | 11.1 | 24.4 | -4.9
Cc1ccc(/C=N/n2c(-c3ccncc3)n[nH]c2=S)o1 | -0.6 | -0.0668 | 3.6 | 1.1 | 4.2 | 1.5 | 4.0 | -8.3 | -12.0
COc1ccc(NS(=O)(=O)c2cccc(NC(=O)NCCCl)c2)cc1 | -11.1 | -1.11 | -2.4 | 0.8 | 8.2 | 0.8 | 1.9 | -9.1 | 0.5
O=Cc1cn(CCC(=O)O)nc1-c1cc2ccccc2o1 | 2.0 | -0.223 | -2.0 | 2.1 | 6.4 | 1.2 | 1.1 | -12.6 | -27.7
CCOC(=O)c1ccc(S(=O)(=O)Nc2cc(C(=O)O)ccc2Cl)cc1 | 5.5 | 1.38 | 2.1 | 0.1 | 5.0 | -0.2 | 1.7 | -31.5 | -17.6
CC(C)(C)NC(=O)c1cnn2c1NC(c1ccc(F)cc1)CC2C(F)(F)F (centres undefined) | -7.5 | -0.331 | -2.5 | -2.0 | 1.3 | -0.2 | 0.4 | 26.7 | -3.1
COCC1CCCN(Cc2cn(Cc3ccccc3)nc2-c2cc3ccccc3o2)C1 (centres undefined) | -1.0 | . | 1.9 | 3.8 | . | 0.3 | -0.3 | -0.6 | -1.9
COc1ccc(N(CC(=O)Nc2cc(C(=O)O)ccc2C)S(=O)(=O)c2c(C)noc2C)cc1 | -6.7 | . | -2.5 | -0.2 | 1.7 | 0.5 | 1.9 | -5.1 | 13.3
O=C(NCCCc1ccccc1)c1ccccc1 | -1.4 | -0.785 | 0.4 | 0.1 | 7.1 | -0.5 | -0.3 | 17.5 | -9.6
COc1ccc(CCC(=O)N(c2nnc(-c3cccnc3)s2)C(C)C)cc1 | -12.7 | -0.686 | -0.8 | 0.8 | -0.6 | -0.2 | 0.3 | 27.5 | -14.6
CCn1c(O)c(C=NCc2ccccc2)sc1=S | -8.2 | 0.498 | -1.0 | 68.1* | 12.9 | 1.2 | -0.6 | 35.6 | -8.1

Single records, as listed above. Screens in order: MDM2 E3 inh | KCC2 mod | eIF4E-4G inh | TNF necrop inh | Rad51 HR inh | PERK inh | zVAD death inh | Calpain2 inh | EBV gp42 inh
Record of COc1cc(-c2ccc(NC(=O)CN3CCC(C)CC3)c(OC)c2)ccc1NC(=O)CN1CCC(C)CC1 → -5.2 | . | -4.6 | -12.5 | . | 1.4 | 11.1 | 24.4 | -4.9
Record of COc1ccc(CCC(=O)N(c2nnc(-c3cccnc3)s2)C(C)C)cc1 → -12.7 | -0.686 | -0.8 | 0.8 | -0.6 | -0.2 | 0.3 | 27.5 | -14.6
Record of O=Cc1cn(CCC(=O)O)nc1-c1cc2ccccc2o1 → 2.0 | -0.223 | -2.0 | 2.1 | 6.4 | 1.2 | 1.1 | -12.6 | -27.7
Record of COc1ccc(NS(=O)(=O)c2cccc(NC(=O)NCCCl)c2)cc1 → -11.1 | -1.11 | -2.4 | 0.8 | 8.2 | 0.8 | 1.9 | -9.1 | 0.5

Next records
SMILES | MDM2 E3 inh | KCC2 mod | eIF4E-4G inh | TNF necrop inh | Rad51 HR inh | PERK inh | zVAD death inh | Calpain2 inh | EBV gp42 inh
Cc1cc(C)c(Cc2c(C)nc3c(C(=O)NCc4ccco4)cnn3c2C)c(C)c1 | 0.7 | -1.27 | 9.9 | -9.5 | . | -0.1 | -0.8 | -32.5 | -12.0
CCCCCCC1CC(CCC(=O)Nc2ccc([N+](=O)[O-])cc2)C(=O)O1 (centres undefined) | -4.4 | . | 3.0 | -2.7 | 1.8 | 1.1 | 0.0 | -3.4 | -4.7
O=c1[nH]c(=S)c2c(n1-c1ccccc1)CCC2 | -14.3 | -0.152 | 3.8 | -2.4 | -8.7 | 0.2 | 0.4 | -15.9 | -8.4
CCN(CC)CCCNC(=O)C1CCC(=O)N(c2ccc(OC)cc2)C1c1ccc(F)cc1 (centres undefined) | 9.0 | . | 7.6 | 0.4 | 1.8 | -0.6 | 1.2 | 0.8 | -7.6

From PubChem BioAssay
